# KKLEB tox – counter-screen for CF NF-kB inhibitors: cytotoxicity. KKLEB CF airway cells viability, ATPlite luminescence, overnight; active compounds read low; cells stimulated with P. aeruginosa culture filtrate. activity change (cytotoxicity), % at 5 µM. actives 0.36% (n = 360,000). AID 602141;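 active = corrected activity change at or below -50% at 5 µM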
# TWEAK Fn14 block – TWEAK-Fn14 signaling inhibition | actives 2% (n = 360,000) | TWEAK-stimulated Fn14 reporter cells, luciferase luminescence, 8 h | inhibition, % at 10 µM; in the data active = inhibition above about 50%
# Peg3 prom inh – inhibitors of Peg3 promoter; HeLa PEG-Prom luciferase reporter, luminescence, overnight; inhibition, % at 20 µM; actives 1.7% (n = 360,000); AID 588405;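 active = inhibition of at least 50% at 20 µM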
# TRPM1 prom inh – MITF TRPM1 promoter inhibition in SK-MEL-5 cells; SK-MEL-5 TRPM1 promoter luciferase, 24 h; inhibition, % at 12.5 µM; actives 0.83% (n = 330,000); AID 488899;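 active = mean inhibition across replicates of 60% or more, whatever share of single replicates reaches that level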; also: values of inactives mirror those of a sister screen read the other way
# NR2E3 ag-1 – activates human NR2E3 receptor; AID 602229; CHO-S Gal4-NCOR/VP16-NR2E3 two-hybrid, luciferase; actives 0.35% (n = 360,000); Q9Y5X4; inhibition of corepressor binding, % at 3.98 µM;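 active = inhibition above the mean of all tested compounds plus 3 SD, cut at about 70% in these data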;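 also: 0% = DMSO with NR2E3 transfected cells and 100% = cells lacking NR2E3 construct; higher means lower luciferase signal from less NR2E3 corepressor binding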
# Target sequence (Q9Y5X4 whole entry, looked up, the tested form may be a part): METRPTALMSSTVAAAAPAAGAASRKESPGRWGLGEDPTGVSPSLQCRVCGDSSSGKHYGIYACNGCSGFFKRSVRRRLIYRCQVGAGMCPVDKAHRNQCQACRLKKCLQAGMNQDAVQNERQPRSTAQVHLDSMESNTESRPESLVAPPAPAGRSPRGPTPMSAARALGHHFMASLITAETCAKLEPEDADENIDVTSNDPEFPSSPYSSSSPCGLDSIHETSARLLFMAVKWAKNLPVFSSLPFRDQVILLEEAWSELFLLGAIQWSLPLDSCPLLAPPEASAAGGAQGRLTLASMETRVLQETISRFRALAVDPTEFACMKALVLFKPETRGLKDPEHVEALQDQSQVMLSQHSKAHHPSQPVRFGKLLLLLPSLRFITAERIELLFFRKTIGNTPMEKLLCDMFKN
# Shn3 inh set2 – reduces Shn3 3'UTR luciferase signal in osteoblasts; Clone20 osteoblast Shn3 3'UTR firefly luciferase, 24 h; inhibition, % at 12.5 µM; actives 0.52% (n = 360,000); AID 588674;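 active = mean inhibition of at least 75% with every replicate also reaching 75%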;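 also: 0% = median of neutral control wells and 100% = pilot-screen positive control compound; some compounds past the cut are filed as inactive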
# NR2E3 ag-2 – agonists of human nuclear receptor NR2E3; actives 0.12% (n = 320,000); GST-NR2E3/biotin-RetCOR TR-FRET, 1536-well; inhibition of corepressor binding, % at 4.78 µM; AID 2300;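 active = percent inhibition above the cutoff of mean plus 3 SD of all tested compounds, set per screening campaign, cut at about 20% in these data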;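 also: 0% = DMSO wells and 100% = biotin wells as full block of FRET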
#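 Test system: GST-NR2E3 and biotin-RetCOR proteins | Quantity: 1.35 nM GST-tagged NR2E3 final | Medium: Tris pH 7.5 | Also added: 7 nM biotin-RetCOR | Dosing: Compound at 4.8 µM, single dose | Timing: 5 h at 4 °C | Detection: Time-resolved FRET | Read-out basis: Percent inhibition | Benchmarks: Biotin wells as high control, 0.6% DMSO wells as low control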
# TRAIL sens C8 – caspase-8 TRAIL sensitization; NB7+C8 cells + TRAIL, ATPlite viability luminescence; inhibition (viability loss, TRAIL sensitization), % at 10 µM; actives 1% (n = 360,000);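 active = compounds causing at least 50% loss of cell viability in the single-dose screen, relative to plate controls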
# TROY signal inh – inhibitors of TROY-dependent NF-kB signaling; Q293 LMP1-TROYcd NF-kB luciferase reporter, 4 h; inhibition, % at 10 µM; actives 0.98% (n = 360,000); AID 1347056;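 active = compounds whose plate-normalised and pattern-corrected inhibition of the luciferase reporter signal at the single screening dose is 50% or more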
# CF NFkB block – cystic fibrosis NF-kB activation inhibition; AID 588850; KKLEB NF-kB-GFP reporter, PAF-induced, GFP fluorescence overnight; inhibition, % at 5 µM; actives 0.86% (n = 360,000);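 active = at least 50% inhibition at 5 µM, scaled per plate between neutral and stimulator controls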;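 also: PAF is a Pseudomonas aeruginosa culture filtrate used as stimulus; plate controls were PAF-stimulated DMSO wells for no effect and unstimulated DMSO wells for full effect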
# HIF-2a block – blocks HIF-2a reporter activity | 786-0 RCC cells HIF-2a reporter, luciferase luminescence, overnight | inhibition, % at 18.8 µM | actives 0.72% (n = 360,000) | AID 624352;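 active = inhibition of the luminescence signal of 40% or more relative to plate controls, in a single-dose primary screen at 18.75 µM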
# Active calls of the source: *; . = no result given. These rows are one share of the data (hit frequency here may not be typical).
# Each structure is followed by: KKLEB tox	TWEAK Fn14 block	Peg3 prom inh	TRPM1 prom inh	NR2E3 ag-1	Shn3 inh set2	NR2E3 ag-2	TRAIL sens C8	TROY signal inh	CF NFkB block	HIF-2a block
> CC1(C)CC(=O)C(N=Nc2ccc(S(=O)(=O)N3CCOCC3)cc2)=C(O)C1
    14	13	-3	5	-9	-15	3	-2	-9	1	-2
> CC1CCN(CC(O)COc2ccc(C(=O)c3ccccc3)cc2)CC1 (stereo not drawn)
    -2	8	16	-2	-13	-18	-1	3	-7	11	8
> NC(=O)C1CCN(c2oc(-c3cccs3)nc2S(=O)(=O)c2ccc(Cl)cc2)CC1
    7	-2	19	-3	-23	2	.	2	3	-2	-2
> COc1ccccc1-c1ccc2c(c1)O[C@@H](CN(C)C(=O)Nc1cccc(F)c1)[C@H](C)CN([C@H](C)CO)S2(=O)=O
    -9	-4	-5	.	-8	-41	.	-4	0	2	8
> CCc1nc2ccc(C(=O)N(C)CC(=O)Nc3ccc(Cl)c(C(F)(F)F)c3)cc2nc1CC
    -16	16	34	2	17	17	-2	12	17	7	12
> Cc1ccc(S(=O)(=O)NCC(=O)OCC(=O)N2CC(C)OC(C)C2)cc1 (stereo not drawn)
    7	9	6	8	1	-17	.	-3	-4	-10	3
> CCn1c2ccccc2c2cc(NC(=O)c3cccc(OC)c3OC)ccc21
    1	-16	-9	-3	-29	-22	0	9	-37	25	-49
> Cc1ccccc1C(=O)NC1CC2CCCC(C1)N2Cc1ccccc1Cl (stereo not drawn)
    6	-17	18	.	-13	8	.	-2	2	4	18
> CC(OC(=O)COc1ccc(C#N)cc1)C(=O)Nc1ccc(Cl)cn1 (stereo not drawn)
    -1	-2	-3	3	30	-19	-1	3	4	-12	2
> O=C(COC(=O)c1n[nH]c(=O)c2ccccc12)c1ccc(Cl)cc1
    -2	-17	7	-14	12	-60	1	-7	-1	0	10
> Cn1nnnc1SCC(=O)N(C1CCCCC1)C1CCCCC1
    7	8	2	8	-25	-20	-2	-5	-49	-5	25
> O=C(COC(=O)c1ccc2c(c1)OCO2)Nc1ccccc1
    -3	-11	0	-2	9	-15	-2	-10	-10	-14	15
> O=C(COC(=O)c1cn(-c2ccccc2)nc1-c1ccccc1)c1cccc([N+](=O)[O-])c1
    13	21	-77	-13	-6	6	1	-1	-2	-4	16
> Cc1ccc(NC(=S)N(CCCN2CCC(C)CC2)Cc2ccco2)cc1C
    12	1	-15	1	-8	33	0	-11	-17	11	-6
> O=C1N(c2ccccc2C(F)(F)F)O[C@]1(c1ccccc1)C1CCCCC1
    6	5	65*	8	10	-1	2	-2	-7	54*	22
> Cc1cccc(C(=O)NC(C)C2CC3CCC2C3)c1 (stereo not drawn)
    1	-12	-7	.	-40	3	4	7	-35	-8	0
> Cn1c(=O)c(C(=O)CCl)c(N)n(CC2CC2)c1=O
    12	28	29	12	26	3	-2	39	-6	-4	3
> Cc1ccc(Nc2nc(NCc3cccs3)nc3ccsc23)c(C)c1
    -15	18	21	.	35	49	.	1	40	17	11
> Cn1c(=O)c2c(nc(Oc3cccc(O)c3)n2C)n(C)c1=O
    -3	20	5	-2	-2	-7	5	-5	10	19	24
> CC1=NN(C(N)=S)C(=O)C1N=Nc1cccc(C)c1 (stereo not drawn)
    0	-27	-167	-52	-37	-53	-2	12	-46	-12	-212
> COc1cccc(NC(=O)CN(C)C(=O)/C=C/c2cn(-c3ccccc3)nc2-c2ccc(OC)c(OC)c2)c1
    -25	25	23	4	-46	21	.	9	11	2	21
> O=C(NCCS(=O)(=O)NCc1ccccn1)c1ccccc1
    0	-6	-2	-17	6	11	-2	0	6	16	14
> CCC(=O)Nc1ccc(NC(=O)CSc2nnc(-c3ccco3)n2C)cc1
    7	13	3	-2	-50	-2	5	0	-9	-6	-5
> CCOc1ccccc1NC(=O)CSc1nc2ccccc2nc1N1CCOCC1
    -5	-28	19	14	-17	-6	-1	-33	-1	9	27
> CC(C)(C)c1ccc(C(=O)N2CCC(C(=O)NCC3CCCO3)CC2)cc1 (stereo not drawn)
    4	-4	14	-15	-62	-29	-1	8	-14	5	-7
> O=C(COC(=O)c1cc([N+](=O)[O-])ccc1N1CCOCC1)NC1CCS(=O)(=O)C1 (stereo not drawn)
    14	14	13	-5	-15	-21	0	-1	-10	-14	11
> O=C(CSc1ccc(-c2ccncc2)nn1)N1CCCCC1
    7	0	7	5	-2	-53	0	8	-2	-5	0
> CCSc1nc(O)c(C2OC(=O)c3c2ccc(OC)c3OC)c(=O)n1-c1ccccc1 (stereo not drawn)
    3	-13	-4	7	-15	-3	2	5	18	-9	14
> COc1cccc(CN(c2ccc3c(c2)CCC3)S(=O)(=O)c2ccc(-n3cnnn3)c(OC)c2)c1
    -26	5	17	-6	-2	14	-1	2	1	20	11
> C=CCn1c(C(C)NC(=O)CCC)nc2ccccc21 (stereo not drawn)
    -4	9	15	10	7	3	1	13	-3	4	4
> CCN(CC(=O)Nc1c(F)cccc1F)C(=O)c1ccc(C(F)(F)F)cc1
    12	9	-36	-18	-4	2	2	-8	-28	-10	-41
> O=C(CNC(=S)NC(=O)c1cccc([N+](=O)[O-])c1)c1ccccc1
    -10	-21	-22	0	-16	4	0	-6	-20	-4	-11
> Cc1ccc(-n2c3c(cc(C(=O)O)c2=O)C(=O)CC(C)(C)C3)cc1
    3	-9	0	9	13	-60	-3	-8	-7	-4	16
> CCCn1c(SCC(=O)NC2CCCCC2)nnc1C1CC1
    -22	9	-2	2	-19	-4	7	-5	-1	22	17
> O=C(Nc1ccc(C2=NCCN2)cc1)c1ccc(C(=O)Nc2ccc(C3=NCCN3)cc2)c([N+](=O)[O-])c1
    9	8	1	-22	-16	20	8	2	-29	-24	9
> Nc1nc(-c2ccccc2)cc(N2CCCCC2)n1
    -13	-38	-38	27	-51	.	1	2	-2	18	-48
> Cc1cc(NC(=O)C(C)SCC(=O)N(C)Cc2c(F)cccc2Cl)no1 (stereo not drawn)
    -3	9	4	13	8	23	.	2	-1	4	1
> Cc1ccc(C(=O)c2cccc(N)c2)cc1C
    -14	52*	-19	66*	15	2	-1	-9	32	-8	84*
> Cc1ccc2c(c1)C(O)(C1COC(C)(C)CC1=O)C(=O)N2C (stereo not drawn)
    4	11	24	-4	30	-6	2	-16	23	-4	11
> COc1cc(NC(=O)COC(=O)c2ccccc2SCC(=O)N2CCCC2)cc(OC)c1
    -6	5	2	-6	-11	-10	2	-17	0	5	-1
> Cc1[nH]n(-c2ccccc2)c(=O)c1C(=O)c1ccc(Cl)cc1
    6	21	1	9	-26	9	3	-5	7	-14	4
> COc1cc2ncnc(NCc3ccccc3C)c2cc1OC
    -1	16	10	2	-4	3	2	20	5	7	12
> Cc1cccc(C)c1OCC(=O)N(Cc1ccco1)C1CCS(=O)(=O)C1 (stereo not drawn)
    -16	-8	16	6	10	-4	-1	15	2	6	6
> CCC(=O)c1ccc(OC(=O)N2CCOCC2)cc1
    4	-7	-29	-32	-39	-31	2	0	-20	3	-75
> COc1ccc(CNC(=O)c2ccc(=O)oc2)cc1OC
    5	0	10	-6	-2	-11	3	-6	-8	-10	10
> O=C1CC(c2ccc(F)c(Br)c2)C2=C(CCCC2=O)N1 (stereo not drawn)
    0	-6	4	2	-18	-4	1	1	13	1	12
> NNC(=O)c1sccc1OCc1ccc(F)cc1
    11	-5	1	0	-51	-21	-2	10	-12	-25	5
> O=C(c1sc2cc(Cl)ccc2c1Cl)N1CCN(CCc2ccccn2)CC1
    3	10	2	9	-3	13	0	7	6	-6	-3
> CCN(CC)CCN(Cc1cc2cc3c(cc2[nH]c1=O)OCO3)C(=S)NCC1CCCO1 (stereo not drawn)
    -4	9	1	0	3	12	2	0	-12	-6	7
> Cc1ccc(NC(=O)[C@@H]2O[C@H](CO)[C@@H](O)[C@H]2O)cc1C(F)(F)F
    8	-1	-20	.	-29	-16	.	-10	0	-5	2
> O=C1NC[C@H](CCCCN2CCN(CC3CCCCC3)C(=O)C2=O)N(CCc2ccccc2)C1=O
    .	5	.	.	-41	.	.	-13	-5	.	0
> Nc1nc(Sc2ncccc2[N+](=O)[O-])n[nH]1
    -1	4	-8	4	-8	-1	-1	-12	4	-3	16
> COc1ccc(CCNC(=O)COC(=O)c2ccccc2NCCO)cc1OC
    9	13	-16	1	-39	-10	1	-8	3	-8	-20
> CCC1CCC(C(=O)NC(CCSC)C(=O)NCCN(CC(C)C)CC(C)C)CC1 (stereo not drawn)
    -1	-12	19	10	-17	16	4	16	12	-1	13
> Cc1c(Cl)cccc1NC(=O)N1CCCC1
    14	-26	0	-8	-18	-16	0	8	-2	-10	0
> Cc1ccc(C(=O)N2c3ccccc3N(Cc3ccccc3)C(=O)C2(C)C)cc1
    1	53*	48	25	17	84	2	8	36	3	20
> CCOC(=O)c1sc(Nc2nc3c(OC)cccc3s2)nc1C
    6	-19	-106	0	-94	-22	-1	21	-38	-8	-285
> COC(=O)/C=C/c1sc2nc(C)cc(C)c2c1N=CN(C)C
    6	-29	-50	8	-21	-3	.	-11	-73	-50	-63
> CCN1CCN(S(=O)(=O)c2ccc(Cl)c(C(=O)Nc3cc(Cl)ccc3N3CCOCC3)c2)CC1
    1	-15	8	-7	3	-6	1	-2	0	24	6
> Cc1ccccc1S(=O)(=O)N1CC(C(=O)O)=CC[C@H]1c1ccc(Cl)cc1
    10	5	4	-11	2	-5	3	-1	-11	-30	12
> Cc1ccc(C(=O)O)cc1Nc1ncnc2sc3c(c12)CCC3
    3	-4	3	1	-32	-2	1	14	23	-2	15
> CCN1CCN(c2oc(-c3ccccc3C)nc2S(=O)(=O)c2ccccc2)CC1
    5	-18	29	-6	25	36	.	-8	-3	18	-10
> COc1ccccc1-c1cnc(C(O)c2ccccc2)[nH]1 (stereo not drawn)
    -7	0	-27	.	-22	-14	.	6	-37	19	-91

# Three of the compounds above, tab-delimited.
canonical_smiles	KKLEB tox	TWEAK Fn14 block	Peg3 prom inh	TRPM1 prom inh	NR2E3 ag-1	Shn3 inh set2	NR2E3 ag-2	TRAIL sens C8	TROY signal inh	CF NFkB block	HIF-2a block
Cc1ccc(C(=O)c2cccc(N)c2)cc1C	-14	52*	-19	66*	15	2	-1	-9	32	-8	84*
Cc1ccc2c(c1)C(O)(C1COC(C)(C)CC1=O)C(=O)N2C (stereo not drawn)	4	11	24	-4	30	-6	2	-16	23	-4	11
COc1cc(NC(=O)COC(=O)c2ccccc2SCC(=O)N2CCCC2)cc(OC)c1	-6	5	2	-6	-11	-10	2	-17	0	5	-1
